Keap1 Nrf2 FP: inhibitors of human Keap1-Nrf2 protein-protein interaction; Q14145; Keap1 Kelch-Nrf2 peptide fluorescence polarization, 1536-well; inhibition, % at 9.4 µM; 340,000 compounds, 0.15% hits; AID 504523; in the data active means inhibition above about 12%;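 further: human Keap1 Kelch domain with fluorescein labeled Nrf2 9mer peptide probe; 0% = neutral control wells and 100% = peptide positive control; higher means more block of Keap1 binding to Nrf2 peptide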
SR-BI DiI-HDL act: activators of SR-BI mediated HDL lipid uptake. CHO ldlA[mSR-BI] cells, DiI-HDL uptake fluorescence, 3 h; 100 = double the neutral-control signal. activation, % at 12.5 µM. 320,000 compounds, 0.096% hits. AID 504775;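 active means mean replicate activation of at least 60% and every replicate at or above 60%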;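 further: 0% = median plate neutral-control signal and 100% = twice that signal; values of inactives mirror those of a sister screen read the other way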
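system = CHO ldlA[mSR-BI] cells, LDL receptor-null, SR-BI overexpressing | medium = Ham's F12 with 0.5% BSA, HEPES 25 mM, pH 7.4 | probe or stimulus = DiI-HDL 10 µg/mL | compound dosing = single-point compound dose | incubation = compound exposure 3 h, 37 °C | technique = DiI fluorescence, bottom read | read-out = cell-associated DiI fluorescence as measure of HDL uptake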
SR-BI DiI inh: inhibitors of mouse SR-BI mediated HDL lipid uptake. Q61009. ldlA[mSR-BI] CHO cells, DiI-HDL uptake fluorescence, 3 h. inhibition, % at 12.5 µM. 320,000 compounds, 0.96% hits. AID 488896;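 active means mean replicate inhibition of at least 70% and a set share of replicates each scoring 70 or more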;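 further: 0% = median of neutral control wells and 100% = median of positive control wells; values of inactives mirror those of a sister screen read the other way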
Cardiac RTF inh: cardiac RTF calcium desensitization; P19429+P45379; IANBD-labeled cardiac RTF, Ca2+ fluorescence; inhibition, % at 7.15 µM; 340,000 compounds, 0.12% hits; AID 493244;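 active means inhibition above the mean inhibition of all tested compounds plus 3 SD, cut at about 17% in these data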;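 further: assay run at fixed EC70 calcium of 1.6 mM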
DAGLB inh: diacylglycerol lipase beta (human) inhibition; Q8NCG7; HEK293T DAGLB membrane lysate, EnzChek fluorogenic substrate; inhibition, % at 5.17 µM; 340,000 compounds, 0.059% hits; AID 504411; in the data active means inhibition above about 34%;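 further: 0% = enzyme with vehicle and 100% = wells lacking enzyme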
Target sequence (Q8NCG7 whole entry, looked up): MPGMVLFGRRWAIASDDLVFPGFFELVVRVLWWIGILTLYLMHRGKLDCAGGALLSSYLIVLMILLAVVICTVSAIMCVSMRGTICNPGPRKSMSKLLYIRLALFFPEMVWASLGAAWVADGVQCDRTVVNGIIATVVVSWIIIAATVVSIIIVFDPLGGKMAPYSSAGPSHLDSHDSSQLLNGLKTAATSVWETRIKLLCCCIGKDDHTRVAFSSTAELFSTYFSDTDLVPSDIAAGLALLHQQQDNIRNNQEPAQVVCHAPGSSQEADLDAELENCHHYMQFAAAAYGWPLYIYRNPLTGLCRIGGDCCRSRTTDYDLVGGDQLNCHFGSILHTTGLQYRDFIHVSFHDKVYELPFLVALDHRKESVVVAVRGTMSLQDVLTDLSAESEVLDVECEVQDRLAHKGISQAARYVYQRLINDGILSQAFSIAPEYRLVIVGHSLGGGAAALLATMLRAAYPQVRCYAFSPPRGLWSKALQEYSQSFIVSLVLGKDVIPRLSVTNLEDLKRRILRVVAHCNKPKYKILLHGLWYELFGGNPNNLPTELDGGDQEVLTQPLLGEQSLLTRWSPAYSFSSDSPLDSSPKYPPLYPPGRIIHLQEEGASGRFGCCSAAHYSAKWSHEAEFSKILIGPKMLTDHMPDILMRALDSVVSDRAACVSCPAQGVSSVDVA
NSD2 HMT inh: inhibitors of human histone methyltransferase NSD2. inhibition, % at 12.5 µM. O96028. AID 743445. 310,000 compounds, 0.54% hits. NSD2 peptide methylation, AlphaScreen, 120 min; in the data active means inhibition above about 50%
PKA-R2B activ: activates the human PKA-R2B holoenzyme complex. P22694+P31323. activation, % at 11.4 µM. AID 504700. PKA-R2B holoenzyme dissociation, Cy5-IP20 fluorescence polarization; R2B truncated from residue 108, S112A mutant; 0% DMSO only, 100% 113 µM cGMP. 340,000 compounds, 0.079% hits;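 active means activation above a cutoff set at the mean over all compounds plus 3 SD, cut at about 18% in these data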;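 further: higher means more holoenzyme dissociation and a rise in polarization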
Target sequence (P31323 whole entry, looked up, other chains not shown, the tested form may be a part): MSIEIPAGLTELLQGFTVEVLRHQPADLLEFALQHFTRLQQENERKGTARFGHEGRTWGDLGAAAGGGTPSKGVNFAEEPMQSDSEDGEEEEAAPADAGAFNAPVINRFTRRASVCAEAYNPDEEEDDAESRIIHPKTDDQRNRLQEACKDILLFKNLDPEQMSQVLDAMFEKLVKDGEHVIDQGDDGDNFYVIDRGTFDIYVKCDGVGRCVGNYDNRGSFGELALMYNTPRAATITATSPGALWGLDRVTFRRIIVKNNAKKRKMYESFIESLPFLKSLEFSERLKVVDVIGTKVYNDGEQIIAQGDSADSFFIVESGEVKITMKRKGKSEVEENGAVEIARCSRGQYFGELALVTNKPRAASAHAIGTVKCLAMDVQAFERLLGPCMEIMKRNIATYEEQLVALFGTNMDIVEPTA
LANA DNA inh: inhibitors of KSHV LANA C-terminal domain DNA binding | AID 504423 | MBP-C-LANA/FAM-LBS DNA binding, fluorescence polarization | inhibition, % at 9 µM | 340,000 compounds, 0.078% hits;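 active means highest replicate inhibition at or above 60% at 9 µM, even if other replicates fall short; inactive means all replicates below 60% inhibition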;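 further: 0% = neutral control wells and 100% = 4 µM acridine orange control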
Arr AP2 block: inhibitors of human beta-arrestin and AP2 interaction; FITC-arrestin peptide / GST-AP2 beads, flow cytometry; AP2 beta2 appendage carries R879A mutation; inhibition, % at 10 µM; 340,000 compounds, 0.31% hits; AID 504490;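 active means inhibition above a set limit, near 3 SD of compounds lacking own fluorescence, cut at about 54% in these data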;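 further: plate controls were DMSO wells for no effect and 5 µM unlabelled arrestin peptide for full effect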
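System: GST-AP2 R879A glutathione beads. Medium: PBS with 0.05% Tween 20 and 0.1% BSA. Also added: FITC-arrestin peptide, 50 nM. Incubation: 12 min plus 1 h, RT. Measured by: high-throughput flow cytometry of beads, ex 488, em 535 nm. Evaluation: percent drop in bead-associated FITC signal.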
PvdQ acylase: blocks Pseudomonas aeruginosa PvdQ acylase activity. AID 488965. inhibition, % at 10 µM. 340,000 compounds, 0.063% hits. purified PvdQ acylase, fluorescence plate reader; in the data active means inhibition above about 30%, passing the limit was not always enough;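 further: 0% = vehicle neutral wells and 100% = reference inhibitor wells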
* hit, by the source's call; · = no result given; & = joins results of further samples.

SMILES | Keap1 Nrf2 FP | SR-BI DiI-HDL act | SR-BI DiI inh | Cardiac RTF inh | DAGLB inh | NSD2 HMT inh | PKA-R2B activ | LANA DNA inh | Arr AP2 block | PvdQ acylase
O=C(c1ccccc1)c1ccncc1 | -6 | 0 | 0 | -2 | 1 | 6 | -8 | 0.7 | -4 | -12
O=C(/C=C/c1ccccc1)c1cc(Br)ccc(=O)c1O | -2 | 9 | -9 | -7 | 25 | 6 | -3 | 4.4 | 46 | 11
CN(C)C(=O)c1ccc(NC(=O)c2cccc(S(=O)(=O)N3CCCCCC3)c2)cc1 | 0 | -7 | 7 | -1 | 1 | 1 | -6 | 0.9 | -13 | -7
CCOc1ccc(NC(=O)C/C(N)=N/O)cc1 | -1 | -1 | 1 | 13 | 2 | 1 | -4 | 2.4 | 6 | -1
CC(C)Cn1c(SCC(=O)NC(=O)NC2CCCC2)nc2ccccc21 | 1 | 6 | -6 | -4 | -3 | -2 | 0 | -1.7 | -1 | -9
CC(O)(CS(=O)(=O)Cc1ccccc1)c1ccccc1 (configuration not stated) | -3 | 13 | -13 | 1 | -2 | -2 | 3 | -1.7 | 1 | -14
Cc1nc2ccccc2c(=O)n1NC(=O)Nc1ccccc1 | -6 | 9 | -9 | 9 | 0 | 14 | -2 | 0.0 | -6 | -6
CCn1c(=O)cc(OCC(=O)Nc2ccc3c(c2)OCCO3)c2ccccc21 | 0 | -10 | 10 | -4 | 0 | -3 | -8 | -1.2 | -12 | -17
CC(C)CC(NS(=O)(=O)c1cc(C(=O)O)ccc1Cl)C(=O)O (configuration not stated) | -2 | 23 | -23 | 10 | -1 | -2 | -1 | -0.5 | 50 | 5
COC(=O)c1ccc(NC(=O)CSc2nnc(CNc3ccc(OC)cc3)n2C)cc1 | 1 | 16 | -16 | 6 | -2 | 2 | -8 | 1.4 | 5 | -11
O=C(Nc1ccc(F)cc1)Nc1ccccc1N1CCCCC1 | -4 | -45 | 45 | 5 | -4 | -2 | -7 | -0.7 | 2 | 1
COc1cccc(CC(=O)Nc2ccc3nc(C)sc3c2)c1 | -4 | -9 | 9 | -5 | -1 | · | 2 | -0.7 | -1 | -4
COc1ccccc1CNC(=O)C(=O)c1cn(CC(=O)N2CCCC2)c2ccccc12 | -1 | · | 78* | 3 | -3 | 1 | -6 | -0.1 | 39 | 6
CCOc1ccc(NC(=O)COc2nsnc2N2CCCCC2)cc1 | -6 | -5 | 5 | -1 | -16 | 2 | -10 | 0.7 | -3 | -3
COc1cc(CCCN2C(=O)C(=O)NC[C@H]2Cc2cccc3ccccc23)cc(OC)c1OC | -2 | 4 | -4 | -17 | -3 | · | 5 | -0.4 | 12 | -11
O=C(c1ccccc1)c1ccc2nc(N3CCCCC3)c3nncn3c2c1 | -2 | -24 | 24 | 2 | -2 | · | -4 | -1.7 | 2 | -14
CCOc1ccc(N=Nc2c(C)noc2C)cc1 | 0 | 16 | -16 | -1 | -2 | -2 | -4 | 1.2 | 20 | 4
CCCN1CCN(C(=O)c2ccccc2-c2nc3ccccc3s2)CC1 | -3 | 12 | -12 | -6 | -1 | 3 | -6 | 0.6 | -22 | 9
Cc1ccc(NC(=O)COc2ccccc2C(N)=O)cc1S(=O)(=O)N1CCCCCC1 | -2 | -14 | 14 | -2 | 0 | 36 | 1 | -1.2 | 26 | 4
COc1cc(-c2nn3c(-c4cccnc4)nnc3s2)cc(OC)c1OC | -3 | -4 | 4 | 3 | 4 | 2 | 7 | 1.3 | 7 | -26
CC1=C(C(=O)OCC2CCCO2)C(c2coc3ccc(C)cc3c2=O)C2=C(CCCC2=O)N1 (configuration not stated) | -6 | 10 | -10 | -7 | 2 | 2 | -5 | -1.1 | -22 | -19
CCN(Cc1ccccc1OC)CC1CCCN(CCc2cccc(OC)c2)C1 (configuration not stated) | -5 | 1 | -1 | -5 | -8 | 15 | -3 | -0.2 | 3 | -15
Cc1sc(NC(=O)c2sc3nc4c(C)cccc4cc3c2N)c(C#N)c1C | -4 | -90 | 90* | -10 | 7 | · | -5 | 0.3 | -5 | -11
CC(C)c1nnc(NC(=O)C2CCCN(C(=O)Nc3ccc(F)cc3)C2)s1 (configuration not stated) | 3 | -55 | 55 | -16 | 1 | 6 | -8 | 2.3 | -2 | -19
COc1ccc(/C=C/c2nc3ccccc3n2C)cc1 | -6 | 0 | 0 | -4 | -2 | -9 | -1 | -5.9 | 9 | 5
Cc1ccc(NC(=O)COC(=O)CSC(=S)N2CCOCC2)cc1C | -1 | 5 | -5 | 2 | -4 | -1 | 5 | -0.3 | 7 | -5
O=C(CCCN1C(=O)c2ccccc2C1=O)Nc1ccccn1 | -5 | 17 | -17 | -15 | 0 | · | -3 | 0.3 | -7 | 2
CCOCC(=O)Nc1ccc(S(=O)(=O)N2CCOCC2)cc1 | -1 | 10 | -10 | -1 | -4 | -1 | 13 | -0.1 | -1 | -10
COC(=O)N/N=C\c1ccc(OC(=O)c2ccco2)cc1 | 2 | 3 | -3 | · | · | 1 | · | 6.5 | 11 | -7
O=C(CN1CCCCC1)Nc1nc(-c2ccc(Cl)cc2)cs1 | 0 | -6 | 6 | 1 | -2 | -1 | -6 | -2.3 | 6 | -6
Cc1cc(/C=N/NC(=O)c2ccccc2F)c(C)n1-c1ccccc1 | 2 | -13 | 13 | -6 | 0 | · | 6 | -3.6 | 21 | -2
Cn1c(NC(=O)CCc2ccccc2)cc(=O)n(C)c1=O | -1 | -6 | 6 | -4 | -3 | · | -5 | 0.7 | -4 | -19
COc1ccc(-c2ncc(CN3CCN(CCC(C)C)C(CCO)C3)cn2)cc1 (configuration not stated) | -2 | 9 | -9 | 2 | -2 | 3 | -2 | -0.4 | 7 | -13
COc1ccc(NC(=O)C2CCC(CNc3c(N4CCCCC4)c(=O)c3=O)CC2)cc1OC (configuration not stated) | -5&6 | -15 | 15 | 5&-6 | 0&2 | 7 | -12&4 | 0.5&0.1 | 5&10 | -5&3
C=C1C[C@H](O)[C@@H]2[C@H](OC(=O)[C@H]2C)[C@H]2[C@H](C)[C@@H](O)C[C@@H]12 | 1 | 2 | -2 | 5 | -2 | · | -3 | -0.2 | -2 | 3
CCOc1ccc(NC(=O)CCN2CCN(C)CC2)cc1 | -7 | 17 | -17 | -7 | 0 | 0 | 12 | 0.6 | -12 | -14
CCOc1ccc(N(C)S(=O)(=O)c2cc(-c3cc(C)no3)ccc2CC)cc1 | -3 | -16 | 16 | -10 | -8 | -2 | 4 | -1.0 | 16 | -8
CC1(C)NC(=O)N(CCCCOc2ccc3c(c2)CCC3)C1=O | -1 | -22 | 22 | -8 | -1 | -4 | 2 | 1.7 | -3 | -23
Cc1cccc(N2CCN(S(=O)(=O)c3ccc4c(c3)CCC(=O)N4)CC2C)c1 (configuration not stated) | 1 | 21 | -21 | -2 | 4 | -5 | -7 | 0.0 | 2 | -3
O=C(COC(=O)c1ccc(Cl)c(S(=O)(=O)N2CCCC2)c1)NC1CCCC1 | -6 | 17 | -17 | 7 | 2 | 0 | -9 | -0.4 | 3 | -3
Cc1ccc(C(=O)CSc2nnc(-c3ccco3)n2C)cc1 | -1 | 2 | -2 | -1 | 0 | 0 | 10 | -1.3 | -12 | 4
Cn1c(=O)c2c(ncn2CC(=O)NC2CCCCC2)n(C)c1=O | 1 | 8 | -8 | -4 | -4 | -2 | -3 | -1.1 | -1 | 5
Cc1ccc2nc(C)c3c(c2c1)OC(C(C)(Cl)Br)C3 (configuration not stated) | -1 | -31 | 33 | -7 | -3 | 25 | 0 | -0.7 | -9 | -8
C/[N+]([O-])=C\C1C(=O)CCCC1=O | -6 | 13 | -13 | -14 | 1 | 9 | -2 | -1.3 | 8 | -8
CCOc1ccc(NC(=O)Nc2ccc(Br)cn2)cc1 | -1 | 4 | -4 | 1 | -2 | 0 | 13 | -1.7 | 2 | -16
COc1cccc(NC(=S)NCc2ccccc2)c1 | 2 | -24 | 24 | -8 | -1 | -1 | -12 | -0.2 | 5 | -7
COc1ccc(Br)c(C(=O)OCC(=O)N2CCc3ccccc32)c1 | 2 | -20 | 20 | -3 | -9 | · | -1 | -0.2 | 3 | -2
Cc1ccc(NC(=O)c2ncn(CCCN3CCN(Cc4cccc5ccccc45)CC3)n2)cc1C | 1 | -52 | 52 | -4 | -2 | · | -12 | -2.2 | 11 | 3
CCOCCCNCc1cc(Cl)ccc1OCC | -1 | 6 | -6 | -16 | 2 | 0 | -11 | 1.1 | 3 | -12
CC(C(=O)Nc1ccccc1C(=O)N1CCOCC1)N(c1ccccc1)S(C)(=O)=O (configuration not stated) | -4 | 20 | -20 | -9 | 0 | -3 | -4 | -1.1 | 5 | -20
N#C/C(=C(/O)CCl)c1nc(-c2ccccc2)cs1 | -1 | · | · | -6 | 4 | 4 | 4 | 0.8 | 1 | -8
Cc1nnc(SC(C)C(=O)NC2CCCc3ccccc32)n1-c1ccccc1 (configuration not stated) | -2 | 19 | -19 | -14 | 0 | -3 | -12 | 1.6 | 1 | -9
CC(C)(C)OC(=O)N1CCCC1C(=O)NC(Cc1ccccc1)C(=O)O (configuration not stated) | 1 | 17 | 0 | -6 | -1 | -4 | -5 | 0.3 | 28 | -8
COc1ccc(C(=O)COC(=O)CNC(=O)c2cc(OC)cc(OC)c2)cc1 | 1 | -14 | 14 | -3 | -2 | -1 | -4 | 0.4 | 5 | 13
c1ccc2c(c1)CCCC2C1=NCCN1 (configuration not stated) | -5 | 4 | -4 | -6 | 1 | · | -3 | 3.4 | 5 | -12
COc1ccccc1N(CC(=O)N1CCCCC1)S(=O)(=O)c1ccccc1 | 1 | 9 | -9 | -10 | 1 | · | 7 | -0.6 | 7 | -8
COCCSc1nc2c(c(=O)[nH]c(=O)n2C)n1CCC(C)C | -4 | -7 | 7 | -8 | 1 | · | -4 | -0.2 | -2 | -5
C#CCn1c(=NC(=O)CSCC(=O)N2CCOCC2)sc2ccccc21 | -3 | 4 | -4 | -1 | -1 | 0 | 4 | -1.0 | -3 | -11
CCOC(=O)[C@@H]1[C@H]2COc3ccccc3[C@H]2N2C(=O)N(c3ccc(Cl)cc3)C(=O)[C@]12C | 0 | -4 | 4 | -6 | -2 | · | -2 | 0.4 | -5 | 11

Part of the list above in another layout:
Below each SMILES: Keap1 Nrf2 FP, SR-BI DiI-HDL act, SR-BI DiI inh, Cardiac RTF inh, DAGLB inh, NSD2 HMT inh, PKA-R2B activ, LANA DNA inh, Arr AP2 block, PvdQ acylase
COc1cc(-c2nn3c(-c4cccnc4)nnc3s2)cc(OC)c1OC
  -3, -4, 4, 3, 4, 2, 7, 1.3, 7, -26
CC1=C(C(=O)OCC2CCCO2)C(c2coc3ccc(C)cc3c2=O)C2=C(CCCC2=O)N1 (configuration not stated)
  -6, 10, -10, -7, 2, 2, -5, -1.1, -22, -19

Screens (PubChem)
